NCOA2 inhibitor – human SRC2 (NCOA2) inhibition | Q15596 | HEK293 GAL4-SRC2 luciferase reporter, luminescence | inhibition, % at 9 µM | 0.17% of 370,000 active;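 active means inhibition above the mean inhibition of all tested compounds plus 3 SD, set per campaign, cut at about 52% in these data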;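 further: 0% = DMSO treated cells and 100% = cells given Gossypol at 36 µM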
COUP-TFII inh – blocks human COUP-TFII nuclear receptor | P24468 | HEK293T NGFI-A luciferase reporter, luminescence | inhibition, % at 8.6 µM | 0.7% of 370,000 active | AID 686940;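 active means inhibition above a per-plate cutoff, mean inhibition of test wells between control levels plus 3 SD, cut at about 38% in these data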;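 further: cells cotransfected with COUP-TFII expression vector driving the NGFI-A reporter; 0% = median of COUP-TF2 test wells and 100% = reporter-only cells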
Target sequence (P24468 whole entry, looked up): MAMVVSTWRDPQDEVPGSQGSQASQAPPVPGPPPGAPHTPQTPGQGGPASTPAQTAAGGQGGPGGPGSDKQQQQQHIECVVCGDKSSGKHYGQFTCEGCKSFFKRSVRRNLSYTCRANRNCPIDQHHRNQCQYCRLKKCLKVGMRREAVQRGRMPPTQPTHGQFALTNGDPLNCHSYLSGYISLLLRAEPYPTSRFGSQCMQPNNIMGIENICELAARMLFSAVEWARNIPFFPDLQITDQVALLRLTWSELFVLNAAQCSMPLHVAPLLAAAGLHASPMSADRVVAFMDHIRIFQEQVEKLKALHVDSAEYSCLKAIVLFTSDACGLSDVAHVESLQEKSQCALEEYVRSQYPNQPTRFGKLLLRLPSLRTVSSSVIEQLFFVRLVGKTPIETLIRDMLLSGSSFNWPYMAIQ
TWEAK Fn14 block – inhibitors of TWEAK-Fn14 interaction signaling. TWEAK-stimulated Fn14 reporter cells, luciferase luminescence, 8 h. inhibition, % at 10 µM. 2% of 360,000 active; in the data active means inhibition above about 50%
ABHD5 PLIN5 PPI – inhibitors of human ABHD5-perilipin-5 interaction; Split G. princeps luciferase complementation, luminescence, 4 h; Q00G26+Q8WTS1; AID 602281; inhibition, % at 4 µM; 0.78% of 360,000 active;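 active means inhibition above the mean inhibition across every tested compound plus 3 SD, cut at about 22% in these data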;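 further: 0% = DMSO only wells and the 100% control is not disclosed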
Exocytosis inh – blocks lytic granule exocytosis. AID 651702. 0.66% of 360,000 active. TALL-104 LAMP-1 surface exposure, flow cytometry; cells stimulated with thapsigargin and PMA. inhibition, % at 10 µM;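 active means inhibition above about 55%, limit read from the data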
TLR9-MyD88 block – inhibitors of human TLR9-MyD88 binding; Q9NR96+Q99836; CHO BLA complementation TLR9-MyD88, CCF4 FRET ratio; inhibition, % at 4.98 µM; 0.21% of 340,000 active; AID 504734;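 active means inhibition above the mean over all tested compounds plus 3 SD, cut at about 21% in these data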;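 further: 0% = DMSO only wells and 100% = clavulanate BLA inhibitor control wells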
SRC1 inh – human NCOA1 inhibition; HEK293 GAL4-SRC1 luciferase reporter, luminescence; inhibition, % at 3.6 µM; Q15788; 0.12% of 360,000 active; AID 588354;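 active means inhibition above the campaign mean plus 3 SD, with each screening campaign given its own cutoff, cut at about 60% in these data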;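 further: 0% = DMSO treated cells and 100% = gossypol at 36 µM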
NCOA3 inh – human NCOA3 inhibition | Q9Y6Q9 | HEK293 GAL4-SRC3 luciferase reporter, luminescence | inhibition, % at 3.6 µM | 0.17% of 360,000 active;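 active means inhibition above a per-campaign cutoff, the mean of all compounds plus 3 SD, cut at about 60% in these data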;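 further: 0% = DMSO-treated cells and 100% = gossypol-treated cells at 36 µM; higher means less SRC3-driven luciferase light from the GAL4 reporter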
NR5A2 inv ag – NR5A2 inverse agonism in reporter assay; HEK293T StAR-luciferase reporter, LRH-1 transfected, 24 h; 0.13% of 360,000 active; inhibition, % at 3.6 µM;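 active means inhibition above the mean inhibition of all tested compounds plus 3 SD, cut at about 73% in these data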;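 further: 0% = DMSO wells and 100% = reporter-only cells lacking LRH-1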
NOD2-RIPK2 inh – inhibitors of human NOD2-RIPK2 interaction | 0.38% of 360,000 active | inhibition, % at 4.98 µM | O43353 | CHO BLA complementation NOD2-RIPK2, CCF4 ratio; in the data active means inhibition above about 21%;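 further: 0% = vehicle only and 100% = reference blocker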
Target sequence (O43353 whole entry, looked up): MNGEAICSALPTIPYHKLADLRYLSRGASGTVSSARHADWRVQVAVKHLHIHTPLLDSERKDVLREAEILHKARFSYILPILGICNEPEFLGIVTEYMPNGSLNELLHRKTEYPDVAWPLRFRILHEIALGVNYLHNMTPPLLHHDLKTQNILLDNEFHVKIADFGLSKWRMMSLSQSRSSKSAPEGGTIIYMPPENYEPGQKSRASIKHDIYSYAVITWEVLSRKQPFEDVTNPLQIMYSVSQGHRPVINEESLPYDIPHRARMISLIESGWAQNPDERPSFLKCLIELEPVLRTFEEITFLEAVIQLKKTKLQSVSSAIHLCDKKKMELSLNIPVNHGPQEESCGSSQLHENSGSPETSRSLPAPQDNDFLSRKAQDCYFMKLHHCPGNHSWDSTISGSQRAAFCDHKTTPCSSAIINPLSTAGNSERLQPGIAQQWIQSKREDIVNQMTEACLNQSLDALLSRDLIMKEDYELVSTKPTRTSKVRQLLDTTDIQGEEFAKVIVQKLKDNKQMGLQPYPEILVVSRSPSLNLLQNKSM
TROY signal inh – inhibitors of TROY-dependent NF-kB signaling. Q293 LMP1-TROYcd NF-kB luciferase reporter, 4 h. inhibition, % at 10 µM. 0.98% of 360,000 active. AID 1347056;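 active means compounds whose plate-normalised and pattern-corrected inhibition of the luciferase reporter signal at the single screening dose is 50% or more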
Numbers without * were called inactive; . = no result given. Not all compounds are listed; rates above refer to the full screens.

| canonical_smiles | NCOA2 inhibitor | COUP-TFII inh | TWEAK Fn14 block | ABHD5 PLIN5 PPI | Exocytosis inh | TLR9-MyD88 block | SRC1 inh | NCOA3 inh | NR5A2 inv ag | NOD2-RIPK2 inh | TROY signal inh |
| --- | --- | --- | --- | --- | --- | --- | --- | --- | --- | --- | --- |
| Cc1ccc2cc(C(c3nnnn3C3CCCC3)N3CCN(c4ccc(F)cc4)CC3)c(=O)[nH]c2c1 (stereo unspecified) | 14 | 20 | -9 | -11 | -1 | -4 | -5 | -14 | 1 | 4 | -30 |
| COc1ccc(CN2C(=O)C(CC(=O)NC(c3ccccc3)c3ccccc3)CC(C(=O)N(C)C)=C2C)cc1 (stereo unspecified) | 21 | -20 | 6 | 0 | -5 | 3 | -5 | -24 | -24 | 0 | -5 |
| CC(=O)NC(C)c1ccc(C(=O)CSc2nnc(C3CC3)n2C2CC2)cc1 (stereo unspecified) | -11 | 11 | 2 | 6 | -2 | -8 | -5 | 10 | 8 | -4 | -17 |
| O=C(CS(=O)(=O)c1ccccc1)Nc1nnc(C(F)(F)F)s1 | -4 | 1 | 13 | -8 | -6 | -1 | -8 | -52 | -11 | 0 | -4 |
| CC(C)c1cc(C(=O)N/N=C/c2c[nH]c3ccccc23)n[nH]1 | 1 | 19 | -2 | 2 | -5 | 6 | 12 | -6 | 16 | 4 | -13 |
| Brc1cccc(OCCSc2ncccn2)c1 | -30 | -26 | -1 | -2 | -4 | . | -9 | -19 | -37 | -3 | -35 |
| COc1ccc(NC(=O)CSc2cc(C(=O)c3nccn3C)c3ccccc3n2)cc1 | 8 | 8 | -22 | 3 | -4 | 8 | -12 | 21 | 13 | 5 | 18 |
| CN(Cc1cn(C)nc1-c1ccc(Oc2ccccc2)cc1)CC1COCCO1 (stereo unspecified) | 5 | -3 | -1 | 5 | 3 | -3 | 11 | 16 | 2 | -1 | -13 |
| O=c1[nH]c(CSc2ncn[nH]2)nc2ccccc12 | -54 | 1 | 6 | 2 | 1 | 0 | -22 | 11 | 10 | -2 | -13 |
| Cc1ccc(-c2nc3ccccc3[nH]c2=O)cc1 | -31 | -40 | 1 | -3 | 1 | -12 | -103 | -98 | -60 | -5 | -56 |
| COc1ccc(Nc2ccc(Nc3ccc(OC)cc3)nn2)cc1 | -12 | -25 | -11 | 2 | 1 | 8 | 3 | 4 | 4 | -7 | -6 |
| CC1CC2OC2CC1COC(=O)C1CC2OC2CC1C (stereo unspecified) | 11 | 12 | 6 | 5 | 3 | 6 | -7 | -6 | 16 | 2 | 4 |
| COc1ccc(-c2csc(C(NC(C)=O)c3cccc(F)c3)n2)cc1 (stereo unspecified) | 5 | 5 | -9 | 3 | 1 | . | 7 | 2 | 18 | -13 | 6 |
| CCCC1=[N+](CC(=O)c2ccc(C)cc2)CCn2cccc21 | 5 | 10 | -4 | 0 | -5 | 0 | -7 | 5 | -28 | -5 | -3 |
| C=C[C@]12CC[C@H](OC(C)=O)CC1=CCC1C2CC[C@@]2(C)C1CCC21OCCO1 (stereo partly specified) | -15 | 5 | -15 | -7 | -3 | 3 | 9 | 2 | 7 | -3 | -9 |
| Cc1ccc(C(C2C(=O)CC(C)(C)CC2=O)C2C(=O)CC(C)(C)CC2=O)s1 | . | . | 1 | 11 | 0 | -2 | 3 | 11 | -20 | -5 | 4 |
| Oc1c(C(c2ccc(Cl)cc2)N2CCCC2)cc(Cl)c2cccnc12 (stereo unspecified) | 0 | 34 | -4 | -1 | 3 | -1 | -9 | -10 | 10 | -2 | 0 |
| O=[N+]([O-])c1cccc(-c2cc(C(F)(F)F)n3nc(-c4ccccc4)cc3n2)c1 | 5 | 3 | -29 | -6 | -8 | -1 | 6 | 10 | 11 | 16 | -5 |
| Cc1cc(-c2ccccc2)nn1-c1nc2c(c(=O)[nH]c(=O)n2C)n1C | -24 | -9 | -34 | -3 | 0 | -1 | -5 | 16 | 3 | -9 | -9 |
| O=C(CN1CCCCC1)N/N=C/c1cc2ccccc2nc1Cl | -2 | 0 | -26 | 2 | -1 | -5 | -7 | -12 | -4 | 3 | -23 |
| O=S(=O)(NCc1ccco1)c1cccc(S(=O)(=O)N2CCCCC2)c1 | -1 | 17 | 2 | -1 | 1 | 10 | -12 | 0 | 6 | -3 | 13 |
| C(=C\c1ccccc1)/CN1CCN(C(CCc2ccccc2)c2nnnn2C2CCCCC2)CC1 (stereo unspecified) | -9 | -2 | 7 | 0 | 22 | . | 2 | 17 | 27 | -17 | 17 |
| O=C(NC(=S)NCC1CCCO1)c1ccccc1 (stereo unspecified) | 6 | -10 | -8 | 5 | 0 | -1 | -12 | -9 | -12 | 3 | -44 |
| CCC(CC)C(=O)Nc1nnc(SCC(=O)NC2CC2)s1 | -8 | -32 | 7 | 4 | -12 | 7 | -17 | -2 | -23 | 6 | 6 |
| CC(=O)c1ccc([C@@H]2C[C@]34CN(Cc5cccc(C(F)(F)F)c5)S(=O)(=O)[C@H]3C[C@H]2O4)cc1 | -9 | -6 | 5 | 4 | -2 | -2 | 1 | -31 | -21 | 3 | 1 |
| c1ccc(COc2ccc(OCCOCCn3cncn3)cc2)cc1 | -46 | -33 | 30 | 0 | -1 | -10 | -94 | -100 | -147 | 0 | -52 |
| O=S(=O)(c1ccc(NC(=S)NCc2cccnc2)cc1)N1CCCCC1 | 48 | 18 | 7 | 3 | -4 | -7 | 67* | 46 | 73* | -10 | -2 |
| O=C(c1ccc(Br)o1)N1CCC(Cc2ccccc2)CC1 | -8 | -8 | -14 | 2 | 16 | -9 | 4 | 5 | 5 | -8 | 2 |
| CC(C)n1c(=O)c2ccccc2n1S(C)(=O)=O | -7 | 18 | 21 | -2 | 2 | . | . | . | 13 | -4 | 0 |
| Cc1cccc(NC(=O)CN2C(=O)S/C(=C\c3cccn3-c3cccc(C(=O)O)c3)C2=O)c1 | -3 | 17 | -12 | 4 | -1 | 3 | -8 | 5 | -12 | 5 | 6 |
| CCc1ccc2c(c1)C1(NN=C(c3cccc4ccccc34)S1)C(=O)N2 (stereo unspecified) | 4 | 5 | -17 | -11 | 4 | 27* | 10 | -2 | 14 | 30* | 1 |
| COc1cc(/C=C(\NC(C)=O)C(=O)NC(C)(C)CC(C)(C)C)ccc1OC(C)=O | -4 | 1 | -12 | 0 | -1 | -7 | 8 | 7 | -5 | 10 | 18 |
| O=C(COc1ccc([N+](=O)[O-])cc1)N/N=C/c1cc([N+](=O)[O-])ccc1N1CCOCC1 | -9 | 16 | -13 | -2 | 0 | -13 | -13 | 11 | 13 | -8 | 17 |
| O=C(CN1C(=O)NC2(CCCC2)C1=O)OCCOc1ccc(F)cc1 | -38 | 1 | 7 | 11 | -4 | -1 | 12 | 5 | 0 | -3 | -21 |
| COc1ccnc(Oc2cc(Cl)cc(Cl)c2)c1C#N | 10 | 3 | -6 | -2 | 2 | . | -2 | -2 | -11 | -2 | -3 |
| CCOC(=O)/C=C(\C)Nc1cc(C)nn1-c1ccccc1 | -16 | -1 | -15 | -6 | -2 | 10 | -6 | 3 | 6 | -7 | -4 |
| CCCNC(=O)/C=C/C(=O)O | 4 | -7 | 21 | -3 | 6 | 1 | 6 | 4 | 10 | -11 | 0 |
| CC(C)NC(=O)C(=O)c1cn(C)c2ccccc12 | -15 | 0 | -9 | -2 | -1 | -18 | -19 | 4 | -19 | -10 | -13 |
| CN(c1ccccc1)S(=O)(=O)c1cccc2ccccc12 | 5 | -14 | 2 | -5 | -2 | 1 | 7 | 7 | 12 | 6 | 4 |
| O=C(O)C1CCN(S(=O)(=O)c2cccc3nsnc23)CC1 | -9 | 2 | 11 | 2 | 0 | -6 | -13 | -8 | -1 | 5 | 14 |
| Cc1ccc(C(=O)NN(CCC(=O)NC(C)(C)C)C2=NS(=O)(=O)c3ccccc32)cc1 | -2 | -6 | 9 | 1 | 1 | -13 | 2 | 9 | 8 | -15 | 11 |
| O=C(N/N=C/c1ccco1)c1cc2ccccc2o1 | -57 | -6 | -10 | -3 | -4 | -3 | -61 | -28 | -7 | -5 | 2 |
| CC1CCC/C(=N/Nc2nc3ccccc3s2)C1 (stereo unspecified) | -3 | -3 | -6 | -7 | 7 | 0 | -73 | -43 | -65 | -10 | 23 |
| O=C(COC(=O)CC1CC2CCC1C2)Nc1cccc(S(=O)(=O)NC2=NCCCCC2)c1 (stereo unspecified) | -4 | -5 | -3 | 2 | 5 | -3 | -2 | 11 | -2 | 7 | 17 |
| CC[C@@H](C)[C@H](NS(=O)(=O)c1ccc(C)cc1)C(=O)N1CCC(C(=O)NCC(=O)O)CC1 | -20 | 0 | 0 | -9 | 2 | 9 | -22 | -15 | 1 | 2 | 7 |
| CC[C@]12C(=O)N(C)C[C@H]([C@@H]3C(=O)N(Cc4ccccc4)C(=O)[C@@H]31)N2C(=O)c1ccc(F)cc1 | 8 | 9 | 12 | 2 | -8 | -12 | -2 | 0 | 17 | 7 | 9 |
| O=C(NC1CCCC1)C1CCN(C(=O)NCc2ccccc2)CC1 | 4 | 11 | 14 | 2 | 0 | -6 | 4 | 3 | -5 | -2 | 3 |
| COC(CSc1nc(N)c2c3c(sc2n1)CN(C)CC3)OC | -23 | -10 | -1 | 7 | 12 | 3 | -49 | -59 | -24 | 0 | 12 |
| COCc1nnc(NC(=O)c2ccc(NC(=O)C(C)C)cc2)s1 | -25 | -10 | 4 | 2 | -1 | -10 | -9 | -14 | -4 | -10 | -20 |
| Cc1cc(C(=O)O)c(S(C)(=O)=O)s1 | -15 | 3 | -9 | -4 | -2 | -8 | 6 | 1 | -8 | -2 | 4 |
| COc1ccc2nc(NC(=O)CCc3nc(-c4ccccc4F)no3)sc2c1 | 7 | 18 | -47 | 1 | -1 | -8 | -6 | -6 | -2 | 3 | -29 |
| COc1cc(CNCCCN2CCOCC2)ccc1OCC(=O)NC(C)(C)C | 0 | 5 | -30 | 3 | 0 | 9 | 17 | 4 | 0 | 0 | 0 |
| CC(=O)N1CCC(=NNc2ccnc3cc(Cl)ccc23)CC1 | -9 | -1 | 1 | 0 | 4 | -7 | -6 | 1 | -5 | -8 | -11 |
| Cc1ccc2nsnc2c1S(=O)(=O)NC1CC1 | -22 | 5 | 7 | -4 | -5 | 3 | 3 | -4 | 0 | -2 | -8 |
| CCNc1nc(NCC)n2c(SCC(=O)Nc3ccc(OC)c(OC)c3)nnc2n1 | -6 | 2 | -1 | -11 | 21 | -6 | -3 | -8 | -3 | -7 | -1 |
| Cc1ccc(S(=O)(=O)N(C)C)cc1NC(=O)c1ccccc1SCC(=O)N1CCCC1 | 29 | -1 | -1 | -6 | -1 | 7 | 6 | -11 | -2 | -5 | -25 |
| COC(=O)C(CCSC)NC(=O)Cn1ncc2c(=O)oc3ccc(C)cc3c21 (stereo unspecified) | -12 | 19 | -16 | 1 | 10 | 4 | -31 | -8 | 3 | 3 | 2 |
| CO[C@@H]1[C@@H](OC(N)=O)[C@@H](O)C(Oc2ccc3c(O)c(NC(=O)c4ccc(O)c(CC=C(C)C)c4)c(=O)oc3c2C)OC1(C)C (stereo partly specified) | 7 | 8 | 11 | 0 | -6 | 6 | -4 | 1 | 11 | -2 | 21 |

Screening data (PubChem BioAssay)
